Bioassay records as filed in PubChem BioAssay.
SKN-1 inh – suppressors of acrylamide-induced Pgst-4::GFP reporter in worms, primary screen, SKN-1 inhibitor project, whole organism, uHTS, GFP/RFP fluorescence ratio, strain VP596. C. elegans VP596 Pgst-4::GFP/RFP ratio, 24 h. inhibition, % at 21.8 µM. hit rate 0.49% among 360,000;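 active = interference check ratio from 0.5 to 1.5 plus GFP to RFP signal ratio inhibition reaching or exceeding a fixed threshold, cut at about 30% in these data, passing the limit was not always enough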; also: some compounds called inactive have numbers as strong as hits
MLLE-PAM2 inh – inhibitors of PABP1 MLLE–PAM2 peptide binding, primary screen, biochemical, fluorescence polarization, FITC-PAM2, GST-MLLE; hit rate 0.36% among 360,000; inhibition, % at 20 µM; AID 588489, 2011; Polyadenylate-binding protein 1 (Homo sapiens), P11940; in the data active = inhibition above about 35%, passing the limit was not always enough;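 also: plate controls were DMSO wells with GST-MLLE for no effect and wells lacking GST-MLLE protein for full effect; some results filed as inactive read as strong as hits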
CendR NRP1 mod – modulators of CendR peptide binding to NRP-1, primary screen, biochemical, fluorescence polarization, uHTS; Neuropilin-1 (Homo sapiens), O14786; FAM-RPARPAR peptide binding to NRP-1; inhibition, % at 25 µM; hit rate 0.85% among 360,000; AID 602438, 2012;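 active = inhibition or corrected inhibition above about 18%, plus a signal ratio from 0.5 to 1.5, limit read from the data, passing the limit was not always enough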; also: strong numbers were not always called active
TbMetRS inhib – T. brucei MetRS inhibitors, primary screen, biochemical, luminescence | purified T. brucei MetRS, ATP depletion, Kinase-Glo luminescence | AID 624268, 2012 | methionyl-tRNA synthetase (Trypanosoma brucei brucei) | hit rate 0.4% among 360,000 | inhibition, % at 11.9 µM;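 active = inhibition above a per-plate cutoff of the control wells' mean inhibition plus 3 SD, cut at about 5.5% in these data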;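 also: 0% = DMSO wells median and 100% = median of wells with control inhibitor compound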
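Measured by: Kinase-Glo luciferase luminescence reporting remaining unconsumed ATP. Material: purified T. brucei MetRS enzyme. Doses: 11.9 µM compound single dose, 0.9% DMSO. Medium: HEPES buffer containing pyrophosphatase, BSA, spermine, DTT. Times: 15 min preincubation, 2 h reaction, all 25 °C. Reagent: methionine, ATP and bulk E. coli tRNA.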
E coli Lon inh – inhibitors of E. coli Lon protease, primary screen, biochemical, fluorescence polarization | hit rate 0.42% among 360,000 | AID 602123, 2011 | inhibition, % at 7.94 µM | purified E. coli Lon protease; in the data active = inhibition above about 13%, passing the limit was not always enough;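 also: 0% = enzyme with probe and DMSO and 100% = no enzyme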
FAS-TE inh – FAS thioesterase domain inhibitors, primary screen, biochemical, fluorescence intensity, uHTS | Fatty acid synthase (Homo sapiens), P49327 | recombinant FAS-TE, OMFH fluorogenic substrate, fluorescence endpoint | inhibition, % at 15 µM | hit rate 0.67% among 360,000;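 active = compounds whose normalised, plate-corrected inhibition of enzyme fluorescence in the single-dose primary screen is 50% or more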;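 also: 0% = DMSO with enzyme and 100% = substrate without enzyme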
Target sequence (P49327 whole entry, looked up, the tested form may be a part): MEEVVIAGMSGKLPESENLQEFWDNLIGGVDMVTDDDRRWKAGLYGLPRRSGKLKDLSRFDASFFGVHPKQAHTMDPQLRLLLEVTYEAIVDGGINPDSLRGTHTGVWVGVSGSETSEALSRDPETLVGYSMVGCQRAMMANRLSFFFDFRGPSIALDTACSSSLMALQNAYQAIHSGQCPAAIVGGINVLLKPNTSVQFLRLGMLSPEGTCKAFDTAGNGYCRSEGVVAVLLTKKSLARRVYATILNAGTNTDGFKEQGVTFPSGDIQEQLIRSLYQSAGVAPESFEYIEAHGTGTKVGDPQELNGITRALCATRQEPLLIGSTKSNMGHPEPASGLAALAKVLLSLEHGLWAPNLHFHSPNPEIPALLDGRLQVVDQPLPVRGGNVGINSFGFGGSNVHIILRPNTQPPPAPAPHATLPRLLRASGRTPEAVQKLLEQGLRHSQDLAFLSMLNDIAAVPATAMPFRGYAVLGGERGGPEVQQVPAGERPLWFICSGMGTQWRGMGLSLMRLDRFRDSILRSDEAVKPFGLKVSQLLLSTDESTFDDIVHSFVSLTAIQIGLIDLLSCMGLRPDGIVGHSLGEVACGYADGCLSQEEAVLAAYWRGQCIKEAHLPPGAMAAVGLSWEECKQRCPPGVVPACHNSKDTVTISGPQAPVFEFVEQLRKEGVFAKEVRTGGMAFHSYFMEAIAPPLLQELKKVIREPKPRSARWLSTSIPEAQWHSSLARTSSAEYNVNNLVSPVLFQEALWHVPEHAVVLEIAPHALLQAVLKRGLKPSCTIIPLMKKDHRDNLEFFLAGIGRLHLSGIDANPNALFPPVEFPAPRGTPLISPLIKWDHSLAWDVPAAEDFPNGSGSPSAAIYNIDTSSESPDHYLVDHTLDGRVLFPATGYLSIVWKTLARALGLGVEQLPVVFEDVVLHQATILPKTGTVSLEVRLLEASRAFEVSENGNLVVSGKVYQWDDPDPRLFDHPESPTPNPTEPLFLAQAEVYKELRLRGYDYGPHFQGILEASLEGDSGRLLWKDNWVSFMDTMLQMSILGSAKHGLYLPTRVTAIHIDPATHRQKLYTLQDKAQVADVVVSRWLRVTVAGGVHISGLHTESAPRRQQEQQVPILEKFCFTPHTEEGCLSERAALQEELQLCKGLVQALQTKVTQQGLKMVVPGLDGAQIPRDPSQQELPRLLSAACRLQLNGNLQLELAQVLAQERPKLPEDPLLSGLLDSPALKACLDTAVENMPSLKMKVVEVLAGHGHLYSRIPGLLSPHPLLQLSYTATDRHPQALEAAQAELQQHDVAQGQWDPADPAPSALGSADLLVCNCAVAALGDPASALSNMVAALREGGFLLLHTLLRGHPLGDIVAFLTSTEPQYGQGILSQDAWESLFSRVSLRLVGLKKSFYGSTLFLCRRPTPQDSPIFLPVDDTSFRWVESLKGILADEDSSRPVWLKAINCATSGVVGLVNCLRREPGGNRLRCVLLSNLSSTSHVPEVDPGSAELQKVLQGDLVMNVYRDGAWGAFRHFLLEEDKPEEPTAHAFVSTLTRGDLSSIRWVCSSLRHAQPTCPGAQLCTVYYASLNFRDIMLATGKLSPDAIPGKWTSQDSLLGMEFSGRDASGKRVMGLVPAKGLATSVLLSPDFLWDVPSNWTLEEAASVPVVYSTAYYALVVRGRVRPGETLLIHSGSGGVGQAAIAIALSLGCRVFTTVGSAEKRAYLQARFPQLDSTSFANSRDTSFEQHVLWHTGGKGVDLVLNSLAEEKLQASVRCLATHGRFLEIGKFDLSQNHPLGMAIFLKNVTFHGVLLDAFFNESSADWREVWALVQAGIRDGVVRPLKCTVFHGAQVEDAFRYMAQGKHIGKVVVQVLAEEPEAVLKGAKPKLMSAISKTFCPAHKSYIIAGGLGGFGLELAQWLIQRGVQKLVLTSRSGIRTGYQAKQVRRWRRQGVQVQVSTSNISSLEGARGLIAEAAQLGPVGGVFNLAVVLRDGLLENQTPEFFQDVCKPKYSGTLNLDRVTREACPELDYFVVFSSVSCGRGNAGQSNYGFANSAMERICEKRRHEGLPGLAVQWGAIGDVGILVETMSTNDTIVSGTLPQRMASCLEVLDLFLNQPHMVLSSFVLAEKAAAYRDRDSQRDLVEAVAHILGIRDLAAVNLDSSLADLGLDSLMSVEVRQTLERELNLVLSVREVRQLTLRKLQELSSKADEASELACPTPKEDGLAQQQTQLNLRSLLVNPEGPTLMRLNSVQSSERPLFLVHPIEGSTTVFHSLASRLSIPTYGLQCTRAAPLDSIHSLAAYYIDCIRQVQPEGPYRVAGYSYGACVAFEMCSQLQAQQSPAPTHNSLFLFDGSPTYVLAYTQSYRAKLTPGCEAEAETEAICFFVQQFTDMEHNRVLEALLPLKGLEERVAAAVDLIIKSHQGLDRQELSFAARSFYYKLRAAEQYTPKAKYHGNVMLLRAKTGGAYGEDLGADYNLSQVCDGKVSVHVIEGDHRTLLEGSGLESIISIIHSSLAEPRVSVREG
MsrA inh – bovine MsrA enzyme inhibitors, primary screen, biochemical, absorbance, HTS. Methionine sulfoxide reductase A (Bos taurus). purified bovine MsrA, absorbance read-out. inhibition, % at 15.5 µM. AID 651718, 2012. hit rate 0.75% among 360,000; in the data active = inhibition above about 4.5%;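 also: 0% = vehicle wells with enzyme and 100% = reference inhibitor wells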
bovine MsrA act – bovine MsrA enzyme activators, primary screen, biochemical, absorbance, HTS | Methionine sulfoxide reductase A (Bos taurus) | purified bovine MsrA, absorbance read-out | activation, % at 10.6 µM | hit rate 0.3% among 360,000 | AID 602163, 2012; in the data active = activation above about 7.5%;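 also: 0% = vehicle and 100% = reference activator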
MT1-MMP act inh – blockers of MT1-MMP proenzyme processing, primary screen, HT1080 RFP-PRO-GFP cells, GFP/RFP fluorescence. Matrix metalloproteinase-14 (Homo sapiens), P50281. GFP/RFP ratio fluorescence, overnight; percent of plate control window, DMSO zero. hit rate 0.061% among 360,000. GFP/RFP ratio change, % at 20 µM;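 active = GFP/RFP ratio change of at least 30% with cell ATP level not reduced by more than half and red fluorescence within 50% of control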; also: strong numbers were not always called active
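Read-out: GFP/RFP fluorescence ratio; Test system: RFP-PRO-GFP reporter HT1080 cells; Compound dosing: single-point 20 µM compound, 1% DMSO; Times: overnight compound exposure at 37 °C.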
Starred values were filed as active, the others as inactive; . = no result given.

SMILES	SKN-1 inh	MLLE-PAM2 inh	CendR NRP1 mod	TbMetRS inhib	E coli Lon inh	FAS-TE inh	MsrA inh	bovine MsrA act	MT1-MMP act inh
Cc1ccc2c(Cl)cc(Cl)c(OCC(=O)N3CCOCC3)c2n1	8	-2	7	-0.3	-6	-2	0.0	-1	0
COc1ccc(-c2csc(Nc3cccc(C)n3)n2)cc1	30	7	2	-0.9	3	11	0.9	-1	-1
O=C(CCC(=O)N1CCOc2ccc(Cl)cc21)N1CCN(c2ccccn2)CC1	10	9	1	-0.7	0	-1	0.3	-9	-1
Cc1nc2ccc(F)cc2cc1C(=O)Nc1cccc(Cl)c1C	3	2	-3	-0.8	-6	-12	-0.3	-2	1
O=C(CSc1n[nH]c(=O)n1-c1cccnc1)Nc1ccccc1	-3	-20	0	-0.7	13	-6	-1.1	-7	0
O=C1CSC(c2cn(-c3ccccc3)nc2-c2cc3ccccc3oc2=O)N1Cc1ccco1 (stereo not given)	12	13	-14	-0.4	5	25	4.1	-2	-10
Cc1cc(C)c(NC(=O)CCCC(=O)O)c(Cl)c1	1	-1	-9	-0.7	-4	-7	-0.2	-1	2
CC1CCN(C(=S)NC(=O)c2cccs2)CC1	5	1	17	0.0	1	-1	2.4	-2	5
Cc1cc(C)cc(OC(C)C(=O)Nc2ccccc2C(=O)NCc2cccnc2)c1 (stereo not given)	16	3	4	0.1	5	4	-0.4	0	-7
Cc1ccc(NC(=O)C(C)N2C(=O)c3ccccc3C2=O)nc1 (stereo not given)	-11	-12	-2	-0.2	6	-12	0.3	-2	2
Nc1nc(CSc2ncn[nH]2)nc(Nc2ccc(F)cc2)n1	0	-4	3	-0.1	0	-12	0.4	-4	2
CCn1c(COc2ccc(C)cc2)nnc1SCc1ccc(C#N)cc1	-2	-90	1	-0.8	-1	8	0.4	-8	1
Cc1ccc2oc(C(=O)N(C)Cc3ccc(C)o3)c(C)c2c1	24	16	-7	-0.8	10	6	0.7	0	-1
O=C(CCN1C(=O)c2ccccc2C1=O)C1=NN[C@@H]2C(=O)N(c3ccc(F)cc3)C(=O)[C@H]12	7	13	-5	-0.1	7	-8	0.8	-2	0
CC(C)OC(=O)NCCOC(=O)Nc1cccc(Cl)c1	-9	13	9	0.8	-6	4	-0.6	1	3
COc1ccc(CN2C(=O)c3ccccc3C2c2nnnn2C(C)C)cc1 (stereo not given)	1	.	16	-1.2	0	-11	1.7	-6	3
CN(C)c1nc(Oc2ccc(C(=O)OCC(=O)Nc3ccccc3)cc2)nc(N(C)C)n1	4	19	8	-0.4	-1	18	0.1	0	4
Cc1nc(-c2ccccc2)sc1C(=O)NS(=O)(=O)c1ccc(CN2CCN(c3ccccc3)CC2)cc1	-7	.	-10	0.9	0	-2	0.5	-2	5
CCOC(=O)N1CCC(NC(=O)CSc2cc(=O)n(CC)c3ccccc23)CC1	6	-5	-6	-0.4	-4	-5	1.2	-2	13
Cc1cccc(N2C(=O)CC(N3CCOCC3)C2=O)c1 (stereo not given)	-4	8	9	-1.0	-4	-3	-0.7	-3	-4
O=C(O)c1cccc(N/N=C(\N=Nc2ccccc2)c2ccccc2)c1	7	18	12	-0.6	4	14	0.6	-8	9
Cc1onc(-c2ccccc2)c1CNS(=O)(=O)c1ccc(F)cc1F	6	-19	-10	-0.1	2	-4	0.6	7	1
COc1cc2c(cc1OC)C(C(=O)NCc1ccco1)C(c1cccs1)N(C)C2=O (stereo not given)	-9	6	3	-0.3	6	-7	-0.1	-3	2
CN1CCN(S(=O)(=O)c2ccc(NN)nc2)CC1	4	-36	-2	-0.4	-12	-6	-1.0	-1	0
COc1ccc(OC)c(NC(=O)c2ccc(Cl)cc2)c1	5	2	10	-0.9	5	3	0.6	-10	10

One compound at a time, as listed above. Order of values: SKN-1 inh	MLLE-PAM2 inh	CendR NRP1 mod	TbMetRS inhib	E coli Lon inh	FAS-TE inh	MsrA inh	bovine MsrA act	MT1-MMP act inh
Listed for Cc1ccc(NC(=O)C(C)N2C(=O)c3ccccc3C2=O)nc1 (stereo not given) = -11	-12	-2	-0.2	6	-12	0.3	-2	2
Listed for CCOC(=O)N1CCC(NC(=O)CSc2cc(=O)n(CC)c3ccccc23)CC1 = 6	-5	-6	-0.4	-4	-5	1.2	-2	13
Listed for Cc1onc(-c2ccccc2)c1CNS(=O)(=O)c1ccc(F)cc1F = 6	-19	-10	-0.1	2	-4	0.6	7	1
Listed for O=C(CCC(=O)N1CCOc2ccc(Cl)cc21)N1CCN(c2ccccn2)CC1 = 10	9	1	-0.7	0	-1	0.3	-9	-1

(list continues)
SMILES	SKN-1 inh	MLLE-PAM2 inh	CendR NRP1 mod	TbMetRS inhib	E coli Lon inh	FAS-TE inh	MsrA inh	bovine MsrA act	MT1-MMP act inh
O=C(CSc1ncn[nH]1)Nc1cccc(S(=O)(=O)N2CCCCCC2)c1	16	-12	-6	-0.3	1	-79	-0.1	-3	4
COc1ccc(N(CC(=O)N2CCN(C)CC2)S(=O)(=O)c2ccccc2)cc1OC	14	3	6	-0.8	8	3	0.4	-1	0
CCCc1nc2ccccc2c(=O)n1-c1c(C)n(C)n(-c2ccccc2)c1=O	16	-3	11	-0.2	4	-4	-0.8	0	5
Cc1ccc2nc(NCc3ccccc3)c(C#N)cc2c1	11	15	-10	-0.5	2	4	-0.6	-2	1
Cc1ccc(NC(=O)CSc2cn[nH]n2)cc1	10	6	11	-0.7	15	-7	-0.5	-2	3
O=[N+]([O-])c1ccc2c3n([n+]([O-])c2c1)CCN=C3c1ccc(Cl)cc1	3	-18	-24	-0.2	-23	-11	2.0	-3	-8
Cc1ccccc1OCC(=O)Nc1cccc(NC(=O)c2ccco2)c1	-1	0	12	-0.7	-3	6	-0.2	1	-1
CCOc1nc(-c2ccccc2)ccc1-c1noc(COc2ccccc2)n1	-2	-16	21	-0.2	0	22	0.8	0	2
Cc1noc(C)c1NC(=O)N(C)C[C@H]1Oc2c(NC(=O)Cc3ccccc3)cccc2C(=O)N([C@H](C)CO)C[C@@H]1C	-6	-6	3	-0.6	-9	-7	-0.3	-10	-6
CSCCC1NC2(C(=O)Nc3c(C)cc(Cl)cc32)[C@@H]2C(=O)N(C3CCCC3)C(=O)[C@H]12 (stereo not given in full)	3	-6	-6	-0.3	-4	9	1.0	-3	-3
Cc1ccc(Cn2nnnc2CN2CCC(O)(c3ccc(F)cc3)CC2)cc1	-6	5	-4	-1.1	-4	7	0.0	-7	0
CCOC(=O)C1CCCN(C(=O)c2cncc(Br)c2)CC1 (stereo not given)	-2	18	8	-0.2	1	-8	-0.5	-1	-2
CCNC(=O)CSc1nc2sccc2c(=O)n1-c1ccccc1	7	-20	0	-0.6	-6	-3	-1.3	-4	-5
CC(C)[C@H](NC(=O)c1ccccc1)C(=O)OCC(=O)N1CC2(C)CC1CC(C)(C)C2 (stereo not given in full)	-3	7	-10	-0.1	4	-11	1.2	-3	0
COc1ccccc1-c1nnc(SCC(=O)OC(C)C)o1	-2	9	-5	-0.3	-8	-10	0.4	-4	10
Cc1nc2sc3c(c2c(=O)[nH]1)CCCCC3	5	8	-4	-0.6	1	-3	-0.1	-2	-3
NC(=NC(=O)c1ccc(OCC(F)(F)F)nc1)c1ccccc1	38*	2	15	-0.9	-4	28	-0.1	-3	2
CCC(=O)c1cc2c(cc1NC(=O)c1ccccc1)OCCO2	10	5	-4	-0.2	-1	-1	-1.1	-2	-1
COc1cccc2cc(-c3n[nH]c(=S)n3C)oc12	-2	2	11	-0.8	-4	-2	0.1	1	2
CCOC(=O)C1CCN(S(=O)(=O)c2cccc(C(=O)Nc3ccccc3)c2)CC1	-3	-3	16	-0.1	12	8	1.9	-6	1
C=CCn1c(NCc2ccc(OC)cc2)nc2ccccc21	9	-1	17	-0.1	-6	0	-1.7	1	2
N#Cc1ccc(C(=O)Nc2cc(S(=O)(=O)N3CCOCC3)ccc2N2CCOCC2)cc1	7	3	11	-0.3	-3	-5	0.5	0	4
Cc1ccc(C(=O)N2CCN(c3ccc(N4CCOCC4)nn3)CC2)cc1C	8	-5	8	-0.5	5	-4	-0.6	-10	4
O=C(COC(=O)c1ccc(Br)o1)Nc1ccc(N2CCOCC2)cc1	2	-7	-9	-0.1	-3	-5	0.3	-2	-1
COc1cccc2cc(C(C)N(CCCN3CCOCC3)C(=S)Nc3cc(C)cc(C)c3)oc12 (stereo not given)	-12	-121	-4	0.2	6	25	0.2	-4	7

Continued:
SMILES	SKN-1 inh	MLLE-PAM2 inh	CendR NRP1 mod	TbMetRS inhib	E coli Lon inh	FAS-TE inh	MsrA inh	bovine MsrA act	MT1-MMP act inh
Cc1onc(-c2ccccc2Cl)c1C(=O)NCc1ccco1	1	-2	-16	0.1	-13	-6	-0.1	2	-5
O=C(NCc1ccccc1)Oc1cccc(Cl)c1	8	7	-8	-0.5	1	6	-0.3	1	0
O=C(CSc1nnc2ccccn12)NCCN1C(=O)CSC1=O	-5	-3	-6	-0.4	-6	-7	0.8	3	2
Cc1cnc(NC(=O)CSc2nnc(C)n2N)s1	-7	-1	-7	-0.9	2	-10	0.3	-2	-2
O=C(Nc1cccc(C(=O)N2CCOCC2)c1)c1ccccc1Cl	2	4	9	-0.6	4	-4	1.3	-4	1
O=C(CCN1C(=O)/C(=C\c2ccccc2)SC1=S)Nc1ccc(C(=O)O)cc1	13	6	-25	0.6	-3	-1	1.7	-1	0
O=C(NC1CCCCC1)C1c2ccccc2OCC(=O)N1CC(F)(F)F (stereo not given)	12	.	15	-0.1	0	-6	-1.3	-3	3
Cc1ccc(NC(=O)Nc2c(C)n(C)n(-c3ccccc3)c2=O)cc1C	0	-1	-7	-0.3	4	-2	0.3	-3	2
CCCCCCC(=O)N1CCC(c2nc3c(nnn3Cc3ccccc3Cl)c(=O)[nH]2)CC1	0	8	-2	-1.6	3	40	-0.1	-10	4
COc1cc(S(=O)(=O)Nc2cccc3cn[nH]c23)c(OC)cc1C	-2	-19	5	3.3	2	-2	1.9	-1	0
COc1ccccc1N1CCN(CCN2C(=O)C3CCCN3C2=O)CC1 (stereo not given)	23	-3	21	-0.5	11	-4	0.2	-2	1
COC(=O)N=Nc1c(O)[nH]c2ccc(Br)cc12	0	-7	-7	0.0	0	-5	0.1	-4	8
CC(C)CCNC(=O)NC(=O)COC(=O)c1cc(S(=O)(=O)N2CCOCC2)ccc1N1CCCCC1	-9	-3	-2	-1.2	2	5	-0.5	-7	0
CCNc1ncnc2[nH]ncc12	-1	-4	1	0.2	6	-6	0.0	-3	1
COc1cc(C(=O)OCC(=O)Nc2ccc(F)cc2F)cc(OC)c1OC	-15	-3	0	0.0	8	1	1.1	2	1
Cc1ccc2c(c1)-c1c(cnn1CC(=O)N(Cc1ccco1)C1CCCCC1)CO2	-1	9	5	-0.2	3	20	0.3	-2	-3
Cc1ccc(S(=O)(=O)N2CCN(C(=O)COC(=O)c3cc([N+](=O)[O-])ccc3NCCO)CC2)c(C)c1	-23	-29	10	-0.4	4	71*	2.6	-2	-2
